Bioassay records (PubChem)
CRFBP-R2 block: antagonists of CRF-binding protein/CRF-R2 receptor complex; HEK293 CRF-R2/CRF-BP, CRF-induced calcium fluorescence; inhibition, % at 11.8 µM; hit rate 0.59% among 350,000;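 active = inhibition of the ligand-induced calcium signal above about 50% at the single tested concentration, limit read from the data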
M4 PAM: potentiates acetylcholine response at human M4 receptor. CHO-K1 hM4/Gqi5, Fluo-8 calcium fluorescence, ACh EC20; 0% = ACh EC20, 100% = maximal ACh. activation, % at 3 µM. hit rate 0.4% among 360,000;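 active = activation above its plate's cutoff, the mean activation of sample wells plus 3 SD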; note: some results filed as inactive read as strong as hits
Target sequence (P08173 whole entry, looked up): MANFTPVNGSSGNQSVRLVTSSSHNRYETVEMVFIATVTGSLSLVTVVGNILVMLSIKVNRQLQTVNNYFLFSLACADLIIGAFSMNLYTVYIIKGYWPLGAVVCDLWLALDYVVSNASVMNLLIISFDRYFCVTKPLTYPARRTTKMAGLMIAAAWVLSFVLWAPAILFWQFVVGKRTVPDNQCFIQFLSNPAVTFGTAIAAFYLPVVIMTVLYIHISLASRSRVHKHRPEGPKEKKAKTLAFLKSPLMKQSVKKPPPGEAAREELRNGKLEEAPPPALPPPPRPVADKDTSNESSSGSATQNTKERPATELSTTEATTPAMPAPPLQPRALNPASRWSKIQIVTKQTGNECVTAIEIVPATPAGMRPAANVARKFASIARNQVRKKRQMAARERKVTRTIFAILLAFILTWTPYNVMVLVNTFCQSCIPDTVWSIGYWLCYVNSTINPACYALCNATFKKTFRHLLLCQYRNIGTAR
CHRM5 antagonist: CHRM5 antagonism in calcium assay; AID 624040; inhibition, % at 3 µM; CHO-hM5 cells, Fluo-8 calcium fluorescence, ACh EC80; hit rate 0.59% among 360,000;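 active = inhibition above a per-plate cutoff, the mean of that plate's test compounds plus 3 SD, cut at about 27% in these data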;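 note: 0% = acetylcholine EC80 with DMSO and 100% = DMSO without agonist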
CHRM5 PAM: CHRM5 positive allosteric modulation. P08912. AID 624038. activation, % at 3 µM. hit rate 0.3% among 360,000. CHO-K1 hM5, Fluo-8 calcium, ACh EC20 PAM; 0% = ACh EC20, 100% = ACh EC100;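 active = activation above the run cutoff, the mean activation of all test compounds plus 3 SD, cut at about 18% in these data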
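system = human M5 receptor in CHO-K1 cells | compound = one concentration, 3 µM final (nominal) | schedule = Post-acetylcholine fluorescence recording 140 s | signal = Fluo-8 calcium dye fluorescence, kinetic read | benchmarks = low control EC20 acetylcholine (0%), high control EC100 acetylcholine (100%) | repeats = singlicate, one well per test compound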
CHRM5 agonist: agonists of human muscarinic M5 receptor (CHRM5) | P08912 | hit rate 0.19% among 360,000 | activation, % at 3 µM | CHO-K1 hM5 cells, Fluo-8 calcium fluorescence; 0% DMSO wells, 100% maximal acetylcholine response;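 active = activation above the run's mean over test compounds plus 3 SD, cut at about 23% in these data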;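 note: signal is peak over basal fluorescence ratio across the kinetic read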
M1 PAM parental: M1 PAM counterscreen hit in parental CHO-K1 cells. ATP EC20, Fluo-8 calcium fluorescence; 0% at ATP EC20, 100% at ATP max. activation, % at 3 µM. hit rate 0.02% among 360,000. AID 602247;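 active = activation above the run cutoff, the mean activation of all test compounds plus 3 SD, cut at about 40% in these data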;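 note: peak over basal fluorescence ratio in a 140 s read after ATP addition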
TAAR1 agonist: agonists of human TAAR1. activation, % at 3 µM. CHO RD-HGA16 TAAR1, Fluo-8 calcium fluorescence; vehicle wells 0%, saturating PEA agonist 100%. AID 624467. Q96RJ0. hit rate 0.99% among 360,000;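 active = activation above the mean activation of all test compounds in the run plus 3 SD, cut at about 38% in these data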
Target sequence (Q96RJ0 whole entry, looked up): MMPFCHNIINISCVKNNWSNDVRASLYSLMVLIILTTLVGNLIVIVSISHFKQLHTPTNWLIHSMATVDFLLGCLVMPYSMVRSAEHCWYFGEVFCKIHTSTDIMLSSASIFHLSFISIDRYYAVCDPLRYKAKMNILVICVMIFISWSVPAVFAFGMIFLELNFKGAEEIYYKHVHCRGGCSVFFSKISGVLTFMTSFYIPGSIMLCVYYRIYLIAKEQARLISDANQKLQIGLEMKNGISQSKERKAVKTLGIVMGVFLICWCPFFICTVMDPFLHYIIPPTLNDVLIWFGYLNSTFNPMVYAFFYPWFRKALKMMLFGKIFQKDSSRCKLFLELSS
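Test system: RD-HGA16 (CHO) cells co-expressing Gα16 and hTAAR1 / Benchmarks: DMSO vehicle as 0%, PEA at EC100 as 100% / Repeats: no replicates (n 1) / Measure: % activation from peak over basal fluorescence ratio, DMSO-to-PEA scaled / Timing: 17-24 h plating, Fluo-8 75 min 37 °C, 30 min RT / Technique: kinetic Fluo-8 calcium fluorescence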
CRFBP-R2 agonist: CRF-BP/CRF-R2 complex agonism. HEK293 CRF-R2/CRF-BP, calcium dye fluorescence (FLIPR); percent of saturating CRF peptide response. activation, % at 13.2 µM. hit rate 0.46% among 350,000;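 active = activation of at least 50%, plus an integration ratio under a set limit after plate pattern correction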;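 note: plate controls were neutral control wells without compound for no effect and CRF at EC100 for full effect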
TAAR1 antagonist: antagonists of human TAAR1; CHO RD-HGA16 TAAR1, Fluo-8 calcium fluorescence, antagonist; inhibition, % at 3 µM; hit rate 1.5% among 360,000;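 active = inhibition above a per-plate cutoff, the mean inhibition of test compounds on that plate plus 3 SD, cut at about 49% in these data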;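 note: 0% = DMSO plus EC80 beta-PEA response and 100% = DMSO alone without agonist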
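Material: RD-HGA16 CHO cells with stable hTAAR1 and Gα16; Dosing: single nominal final test compound concentration of 3 µM; Schedule: seeding 17-24 h prior, 75-min 37 °C, 30-min RT dye loading; Detection: kinetic Fluo-8 calcium fluorescence measurement; Measure: % inhibition from peak post-agonist over basal fluorescence ratio; Benchmarks: vehicle and agonist controls.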
Active calls of the source: *; / = no result given.

SMILES	CRFBP-R2 block	M4 PAM	CHRM5 antagonist	CHRM5 PAM	CHRM5 agonist	M1 PAM parental	TAAR1 agonist	CRFBP-R2 agonist	TAAR1 antagonist
CC(C)(C)C(=O)OC/C(N)=N/OC(=O)c1ccc(Cl)c(Cl)c1	-26	25	12	6	-2	-2	1	0.8	-1
Cc1cc(=O)n2c(-c3ccccc3C)n[nH]c2n1	-33	6	-5	0	-2	11	6	0.3	-8
C=CCn1c(SCC(=O)NCC2CCCO2)nc2scc(-c3ccco3)c2c1=O (stereo not given)	6	0	-4	1	1	13	8	1.9	9
CCN(C(=O)CSc1nnc(-c2c[nH]c3ccccc23)n1C1CC1)C1CCS(=O)(=O)C1 (stereo not given)	-2	1	1	7	0	2	7	0.9	-23
CCCOc1ccc(-c2nc(C#N)c(N3CCc4ccccc4C3)o2)cc1	-39	9	0	0	2	4	7	5.8	6
CC(=O)c1ccc(OCC(=O)N2CCN(S(=O)(=O)c3ccc(C)cc3C)CC2)cc1	1	-9	-11	-2	-3	0	0	-0.1	-4
NC(=O)NC(=O)CSc1ccccc1	21	3	10	-1	-2	19	2	-4.1	-8
CCOc1cccc2c1OC1(C)CC2NC(=O)N1c1cccc(C(=O)N2CCN(c3ccccn3)CC2)c1 (stereo not given)	-7	-1	14	-6	-5	7	2	0.3	2
C[C@]12c3[nH]c4cc(-c5ccco5)ccc4c3CCN1C(=O)[C@@H](CC(=O)NCC13CC4CC(CC(C4)C1)C3)C[C@@H]2C(=O)N1CCCCC1	-4	-6	5	-3	2	-14	1	1.9	-40
CNC(=S)NCCC(c1ccccc1)c1ccccc1	7	-4	-14	4	-6	18	-1	2.6	1
CCOc1ccc(-c2nnc3ccc(SCC(=O)Nc4nc5ccc(C)cc5s4)nn23)cc1	-15	0	6	-8	-5	8	5	-3.1	-2
CCCCCn1c(=O)[nH]c2cc(C(=O)NCCCN3CCCCC3)ccc2c1=O	-32	-2	-1	0	-13	18	1	-2.5	-8
COc1cc(OC)c(OC)cc1CN1CCN(c2ccc(F)cc2)CC1	-8	-14	2	-1	1	7	1	0.9	-22
COc1ccc(C(=O)Nc2ccc(Cl)cc2C(=O)N2CCCC(C)C2)cc1 (stereo not given)	21	-3	-2	-3	-4	18	2	-1.8	-12
COc1ccc(NC(=O)CN2CCN(C3c4ccccc4-c4ccccc43)CC2)cc1	-6	0	3	6	-3	53*	19	2.3	-2
CC(=O)N1CCN(Cc2nc3cc(NC(=O)COc4cccc(C)c4)ccc3n2C)CC1	1	-5	6	6	-2	12	-1	1.4	-10
Cc1ccsc1/C=N/n1c(-c2ccco2)n[nH]c1=S	10	-2	-2	7	-1	18	0	-2.1	8
COc1ccccc1NC(=O)N1CCc2[nH]c3ccc(Cl)cc3c2C1	-4	2	-2	-1	-3	13	4	0.0	9
O=C(O)c1ccc(Cl)c(NC(=O)C2CCN(S(=O)(=O)c3cccs3)CC2)c1	-2	5	-5	2	0	-14	1	-0.2	-21
Cc1c(OC(C)C(=O)NC(Cc2c[nH]c3ccc(O)cc23)C(=O)O)ccc2c1oc(=O)c1ccccc12 (stereo not given)	-3	8	4	-1	1	7	1	-1.1	10
Cc1onc(-c2c(F)cccc2Cl)c1C(=O)OCC(=O)Nc1c(C)n(C)n(-c2ccccc2)c1=O	17	-2	-4	5	-6	16	9	-0.8	6
COC(=O)c1ccc(COc2cccc3c2OC(C)(C)C3)cc1	-2	-2	13	-5	-5	-9	3	-9.2	0
Cn1c(=O)c2c(nc(CN3CCN(C(=O)c4ccco4)CC3)n2CC(N)=O)n(C)c1=O	8	2	-1	-1	-4	4	3	-0.7	-9
CN(C)S(=O)(=O)Oc1cccc(C(=O)Nc2ccc([N+](=O)[O-])cc2)c1	-8	-10	8	-12	0	-6	12	-0.7	23
CC1(C)CC(=O)C(C=N)=C(O)C1	-27	7	-4	-4	1	19	5	-1.8	2

New compounds follow.
SMILES	CRFBP-R2 block	M4 PAM	CHRM5 antagonist	CHRM5 PAM	CHRM5 agonist	M1 PAM parental	TAAR1 agonist	CRFBP-R2 agonist	TAAR1 antagonist
O=C(CS(=O)(=O)c1ccccc1)N1CCCCC1	-6	11	-5	7	-6	17	1	0.4	0
Cc1c(NC(=S)NC(=O)c2ccccc2Cl)c(=O)n(-c2ccccc2)n1C	-3	4	2	-5	1	9	7	-0.4	-21
Cc1ccc(-c2csc(C(O)c3ccccc3)n2)cc1C (stereo not given)	/	9	0	2	-1	31	0	/	-6
Cc1ccccc1NC(=O)CSc1nc(Nc2ccccc2)nc(N2CCOCC2)n1	28	4	10	0	0	17	8	-4.6	-17
CC(=O)c1cccc(NC(=O)COC(=O)COc2c(Cl)cc(Cl)c3ccc(C)nc23)c1	13	6	0	-1	1	21	5	-0.3	31
CN(C)S(=O)(=O)c1ccc(C(=O)Nc2ccccc2OC(F)(F)C(F)F)cc1	-30	0	5	-5	0	10	/	-0.5	/
CCCCNC(=O)CSc1nnc(Cc2ccccc2)n1CC	3	-4	9	-2	-1	19	4	-3.2	-12
CCOc1nc2ccccc2nc1NS(=O)(=O)c1ccccc1	21	5	-13	2	-3	20	2	-1.5	2
CC(C)[C@H](NS(=O)(=O)c1ccc2c(c1)OCCO2)C(=O)OCC(=O)Nc1cccc(Cl)c1Cl	-70	-8	7	-7	-1	10	7	2.4	28
N#C/C(=C(/O)Cc1ccccc1)P(=O)(c1ccccc1)c1ccccc1	0	-5	10	-1	4	25	5	0.4	-9
COc1cc(NS(=O)(=O)c2ccc(NC(=O)CN3C(=O)c4ccccc4C3=O)cc2)ncn1	4	2	2	-2	-1	1	5	-0.1	-22
CCN(CC)c1ccc(C2NC(=O)c3ccccc3N2)cc1 (stereo not given)	-7	-2	6	-6	-2	16	0	0.1	10
Fc1ccc(Nc2ncnc3sc4c(c23)CCC4)cc1	-22	1	0	-4	0	16	11	-1.8	10
CC1(C)CC(NC(=O)c2cc(Cl)ccc2Cl)CC(C)(C)N1	20	-5	-4	-2	-2	-17	0	0.5	-19
COCCCNC(=O)CCn1c(=O)c2ccccc2n(CC(=O)Nc2ccc(C)cc2C)c1=O	11	2	2	0	-3	15	13	-0.7	7
CC(C)(C)c1cc(CCC(=O)NCC2CCCO2)cc(C(C)(C)C)c1O (stereo not given)	-7	7	-5	6	-5	26	-2	0.6	-19
COc1ccc(CNC(=O)c2cc(C(=O)C3CC3)c[nH]2)cc1	11	-4	3	-9	2	-6	3	-0.1	-29
O=[N+]([O-])c1cccnc1N/N=C/c1ccccc1O	15	1	1	-4	-5	8	0	-3.8	2
COc1ccc2nc(-c3ccccn3)[nH]c2c1	-5	-3	-2	2	4	17	-1	0.1	-26
O=C(Cn1cc([N+](=O)[O-])cn1)N1N=C(C(F)F)CC1(O)C(F)F (stereo not given)	-10	1	8	-1	1	16	1	-1.3	13
COc1ccc(NC(=O)CSc2ccc3c(c2)OCCO3)cc1S(N)(=O)=O	-3	-4	18	-1	0	-19	1	-1.6	14
CC(C)CC(=O)Nc1nnc(S(=O)(=O)N(C)c2ccc(Cl)cc2)s1	-5	3	9	0	-3	-4	-1	0.3	-14
CCOc1ccc(C(=O)NC(C(=O)NCC2CCCO2)C(C)C)cc1 (stereo not given)	5	5	3	2	-1	22	0	-0.4	-16
[2H]C(CCOS(N)(=O)=O)c1ccc(C(C)(C)C)cc1 (stereo not given)	-4	-1	11	-3	-1	12	23	-3.1	10
Cc1ccc(OC(F)F)c(NC(=O)Nc2cccc(C(F)(F)F)c2)c1	7	-12	18	-20	1	-3	/	15	/

A second format for 7 compounds above.
structure,CRFBP-R2 block,M4 PAM,CHRM5 antagonist,CHRM5 PAM,CHRM5 agonist,M1 PAM parental,TAAR1 agonist,CRFBP-R2 agonist,TAAR1 antagonist
COc1cc(NS(=O)(=O)c2ccc(NC(=O)CN3C(=O)c4ccccc4C3=O)cc2)ncn1,4,2,2,-2,-1,1,5,-0.1,-22
CC(C)CC(=O)Nc1nnc(S(=O)(=O)N(C)c2ccc(Cl)cc2)s1,-5,3,9,0,-3,-4,-1,0.3,-14
COc1ccc(CNC(=O)c2cc(C(=O)C3CC3)c[nH]2)cc1,11,-4,3,-9,2,-6,3,-0.1,-29
O=C(CS(=O)(=O)c1ccccc1)N1CCCCC1,-6,11,-5,7,-6,17,1,0.4,0
Fc1ccc(Nc2ncnc3sc4c(c23)CCC4)cc1,-22,1,0,-4,0,16,11,-1.8,10
O=[N+]([O-])c1cccnc1N/N=C/c1ccccc1O,15,1,1,-4,-5,8,0,-3.8,2
Cc1ccc(OC(F)F)c(NC(=O)Nc2cccc(C(F)(F)F)c2)c1,7,-12,18,-20,1,-3,/,15,/

Three entries from above, arranged by their value in CHRM5 agonist, rising.
smiles	CHRM5 agonist
O=C(CS(=O)(=O)c1ccccc1)N1CCCCC1	-6
Cn1c(=O)c2c(nc(CN3CCN(C(=O)c4ccco4)CC3)n2CC(N)=O)n(C)c1=O	-4
CCCCNC(=O)CSc1nnc(Cc2ccccc2)n1CC	-1

The results go on.
SMILES	CRFBP-R2 block	M4 PAM	CHRM5 antagonist	CHRM5 PAM	CHRM5 agonist	M1 PAM parental	TAAR1 agonist	CRFBP-R2 agonist	TAAR1 antagonist
CCOc1ccccc1NC(=O)NC(=O)N(C)S(C)(=O)=O	-16	6	-4	9	5	17	0	0.7	11
O=C(CCC(=O)c1cccs1)Nc1ccc(N2CCCCC2)cc1	-6	2	15	-6	-2	-13	0	0.4	4
Cc1ccc(NC(=O)c2ccc(N3C(=O)C4CC=C(Cl)CC4C3=O)cc2)cc1 (stereo not given)	-10	-13	7	-16	3	-18	27	0.1	63*
Cc1ccc(S(=O)(=O)N2CCOCC2)cc1NC(=O)COC(=O)Cn1c(C)csc1=O	-11	6	-3	-2	-2	14	1	1.1	-21
Cc1ccccc1NC(=O)c1ccccc1NC(=O)c1cccs1	0	0	-1	3	-3	12	2	-0.3	0
Cc1cc(N2CCN(c3nnnn3-c3ccccc3)CC2)n2ncnc2n1	11	1	-4	-1	-3	4	14	-1.9	8
O=C(N/N=C/c1cccc([N+](=O)[O-])c1)c1ccc2c(c1)OCCO2	14	7	1	-5	0	4	5	-1.4	16
